SIAE inh: inhibitors of human sialic acid acetylesterase SIAE | Q9HAT2 | SIAE FP-Rh probe binding, fluorescence polarization | inhibition, % at 9.66 µM | 370,000 compounds, 0.69% hits;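 active means inhibition above a cutoff: mean of compounds within the control limits plus 3 SD of those, cut at about 17% in these data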;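 further: 0% = plate median of compound wells and 100% = probe without SIAE protein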
ABHD4 inh: ABHD4 (mouse) inhibition, primary FP screen; Q8VD66; purified mABHD4, FP-Rh probe fluorescence polarization; inhibition, % at 8.92 µM; 370,000 compounds, 0.54% hits; AID 720543;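 active means inhibition exceeding the mean over every tested compound plus 3 SD, cut at about 30% in these data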;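 further: 0% = plate median of compound wells and 100% = S159A mutant with DMSO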
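Doses – 8.92 µM, single dose · Material – wild-type mouse ABHD4 protein · Replication – single well per compound (singlicate) · Measure – percent inhibition of probe binding, normalized to plate controls · Schedule – 45 min compound pre-incubation plus 60 min probe step, 25 °C · Detection – fluorescence polarization with parallel and perpendicular emission, 525/598 nm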
TCR CD3 inh: human TCR-CD3 binding inhibition. TAMRA-labeled TCR probe fluorescence, biochemical. inhibition, % at 9.4 µM. 360,000 compounds, 0.37% hits; in the data active means inhibition above about 19%;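 further: recombinant mutant TCR 2C K166C tagged with TAMRA read by polarization; 0% = receptor in buffer alone and 100% = receptor with positive control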
GC-A act: GC-A (human) enzyme activation. HEK293 GC-A cells, cGMP TR-FRET, EC30 ANP; 0% at EC30 ANP, 100% saturating ANP. activation, % at 10 µM. 370,000 compounds, 0.14% hits. AID 1671463; in the data active means activation above about 40%
MBD2 inh: blocks human MBD2 binding to methylated DNA; AID 686964; 370,000 compounds, 0.31% hits; TR-FRET, MBD2 binding to methylated oligonucleotide; inhibition, % at 4.4 µM; in the data active means inhibition above about 13%
GC-B act: GC-B (human) receptor activation; P20594; HEK293-GC-B cells, CNP EC30, cGMP TR-FRET; 0% at EC30 CNP, 100% saturating CNP; activation, % at 10 µM; 370,000 compounds, 0.11% hits; AID 1920062;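 active means activation at 10 µM reaching about 35% in either raw or pattern-adjusted values, limit read from the data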
Target sequence (P20594 whole entry, looked up): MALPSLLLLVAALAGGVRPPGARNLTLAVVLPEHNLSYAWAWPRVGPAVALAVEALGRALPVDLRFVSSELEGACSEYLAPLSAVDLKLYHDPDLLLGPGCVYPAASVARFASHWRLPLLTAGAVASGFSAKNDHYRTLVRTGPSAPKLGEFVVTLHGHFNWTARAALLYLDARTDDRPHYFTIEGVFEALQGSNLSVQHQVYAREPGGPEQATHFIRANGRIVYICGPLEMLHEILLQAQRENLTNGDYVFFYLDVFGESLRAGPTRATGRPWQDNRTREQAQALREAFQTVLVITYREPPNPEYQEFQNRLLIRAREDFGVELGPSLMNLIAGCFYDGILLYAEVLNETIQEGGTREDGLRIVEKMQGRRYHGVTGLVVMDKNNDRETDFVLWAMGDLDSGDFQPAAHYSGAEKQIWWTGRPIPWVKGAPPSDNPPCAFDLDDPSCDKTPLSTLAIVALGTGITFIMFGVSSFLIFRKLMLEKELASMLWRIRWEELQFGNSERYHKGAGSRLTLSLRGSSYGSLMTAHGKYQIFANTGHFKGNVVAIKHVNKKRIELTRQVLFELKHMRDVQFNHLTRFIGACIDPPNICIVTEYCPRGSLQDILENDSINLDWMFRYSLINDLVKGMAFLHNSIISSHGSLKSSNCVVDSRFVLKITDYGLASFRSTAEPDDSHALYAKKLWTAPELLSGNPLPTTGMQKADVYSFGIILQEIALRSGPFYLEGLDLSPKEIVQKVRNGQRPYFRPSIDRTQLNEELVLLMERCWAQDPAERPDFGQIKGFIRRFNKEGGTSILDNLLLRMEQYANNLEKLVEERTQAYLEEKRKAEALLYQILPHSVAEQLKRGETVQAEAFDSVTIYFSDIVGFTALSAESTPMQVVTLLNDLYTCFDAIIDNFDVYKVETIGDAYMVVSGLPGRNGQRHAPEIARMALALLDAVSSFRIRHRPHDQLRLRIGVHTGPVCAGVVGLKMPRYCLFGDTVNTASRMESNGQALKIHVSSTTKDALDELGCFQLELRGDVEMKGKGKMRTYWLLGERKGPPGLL
PRMT1 FP inh: blocks human protein arginine methyltransferase 1; inhibition, % at 2.79 µM; AID 652257; Q99873; 370,000 compounds, 1.3% hits; recombinant PRMT1, activity-based probe fluorescence polarization;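 active means inhibition above about 21% made by adding two undisclosed values, limit read from the data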
UHRF1 MBD2 ctr: UHRF1 methyl-DNA binding inhibition | Q96T88 | UHRF1 binding to methylated oligo, TR-FRET | inhibition, % at 4.4 µM | 370,000 compounds, 0.75% hits; in the data active means inhibition above about 21%;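 further: UHRF1 SRA domain binding a hemimethylated CpG hairpin DNA probe; 0% = median of test compound wells and 100% = reference inhibitor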
rCAG binder: r(CAG) repeat RNA binding; inhibition, % at 3 µM; 370,000 compounds, 1.3% hits; TO-PRO-1 dye displacement fluorescence;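 active means inhibition above the plate cutoff, the mean of all test compounds on that plate plus 3 SD, cut at about 35% in these data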;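 further: 0% = DMSO alone and 100% = 100 µM mitoxantrone as full dye displacement; higher means more dye released from RNA so lower well fluorescence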
HTRA1 inh: HTRA1 (human) protease inhibition; Q92743; recombinant HTRA1, FP-rhodamine activity-based probe, fluorescence polarization; inhibition, % at 5.96 µM; 340,000 compounds, 0.5% hits; AID 504803; in the data active means inhibition above about 36%;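 further: 0% = enzyme with DMSO and 100% = wells lacking enzyme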
An asterisk follows results filed as active; . = no result given.

Sequence of screens – SIAE inh	ABHD4 inh	TCR CD3 inh	GC-A act	MBD2 inh	GC-B act	PRMT1 FP inh	UHRF1 MBD2 ctr	rCAG binder	HTRA1 inh
- CCn1cc(C(=O)NC2CCCCC2C)c(=O)c2ccc(C)nc21 (stereo not given)
  3	3	5	5	-7	-4	0	0	-3	-2
- COc1ccc(NC(=O)COC(=O)c2cccc(S(=O)(=O)N3CCCCC3)c2)c(OC)c1
  -10	1	-3	1	1	2	-5	0	2	3
- CC(=O)/C(=N/Nc1ccccc1)N1CCOCC1
  4	-4	-4	0	2	-2	4	1	-1	5
- COCCn1c(N2CCN(c3ccc(OC)cc3)CC2)nc2c1c(=O)[nH]c(=O)n2C
  0	-5	-4	-7	7	-3	3	2	-2	7
- COc1ccc(Br)cc1/C=N/NC(=O)CNC(=O)/C=C/c1ccccc1
  2	2	7	-1	-4	-11	1	-2	10	4
- CCOCc1nnc(NC(=O)CSc2ccccc2)s1
  6	7	-1	3	4	-2	2	1	2	4
- CC(=O)C1=C(O)C(=O)N(c2ccc(Br)cc2)C1c1ccc(Br)cc1 (stereo not given)
  6	-7	-12	0	6	-1	9	0	30	-3
- CSc1nnc2c(n1)OC(c1ccc(C(=O)O)cc1)N(C(C)=O)c1ccccc1-2 (stereo not given)
  7	3	-9	7	-1	1	3	3	5	3
- N#Cc1ccc(CN2CCN(C(=O)c3ccc(S(=O)(=O)NCc4ccco4)cc3)CC2)cc1
  -2	2	4	-3	6	0	0	15	1	6
- CCOCCCNC(=O)C(c1ccc(C)cc1)N(Cc1ccc2c(c1)OCO2)C(=O)CNC(C)=O (stereo not given)
  -2	3	3	-5	-5	-4	0	-1	-10	0
- CC1Cc2ccccc2N1CC(=O)c1c(N)n(Cc2ccccc2)c(=O)n(C)c1=O (stereo not given)
  6	4	-2	16	4	29	3	8	16	5
- CC(OC(=O)CN1C(=O)C2CCCCC2C1=O)C(=O)Nc1ncc(Cl)cc1Cl (stereo not given)
  0	1	-2	-1	-4	4	2	-1	2	6
- COc1ccccc1CNC(=O)CN(C)CC(=O)Nc1cccc(F)c1
  1	1	0	-3	-6	0	-3	-1	-4	-3
- C=CCn1c(SCc2ccc(C(=O)Nc3nccs3)cc2)nnc1-c1ccc(C)c(Cl)c1
  -22	-13	2	-4	1	-1	-1	-3	8	-85
- O=C1N=C(N2C=CC(=C3C=CNC=C3)C=C2)/C(=C/N=NC(=O)c2ccccc2O)S1
  13	19	18	-11	-16	-12	39*	-10	2	24
- COc1ccccc1NC(=O)c1ccc(Br)c(S(=O)(=O)N2CCCC2)c1
  0	-5	8	1	3	0	4	0	0	-16
- COc1ccc(-c2nc(N)ncc2-c2ccccc2)c(O)c1
  2	-4	7	-8	4	-1	-1	0	-2	-7
- O=C(CSC(=S)N1CCCC1)Nc1ccc(Br)cc1Cl
  -3	6	-8	0	-1	-3	1	2	-3	-1
- CCC(C)N(C(=O)COc1ccc(Br)cc1C=O)C1CCS(=O)(=O)C1 (stereo not given)
  -5	-11	-1	-2	8	-4	4	11	1	0
- CC(=O)N(CCC(c1ccccc1)c1ccco1)Cc1cccs1 (stereo not given)
  4	2	0	-17	0	-13	6	-2	0	-8
- COc1ccccc1NC(=O)C(=O)NCc1ccncc1
  6	-8	1	-3	1	-4	-4	-3	0	4
- CCC(C)N1C(=O)S/C(=C/c2ccc3c(c2)n(C)c(=O)n3C)C1=O (stereo not given)
  -1	3	7	1	0	4	0	-3	-4	-10
- Cc1ccccc1NC(=O)c1nn(C)c2c1CS(=O)(=O)c1ccccc1-2
  -7	-1	-6	-3	2	-5	-4	3	1	-3
- COCCN(C(=O)C1CCCO1)c1c(N)n(CC(C)C)c(=O)[nH]c1=O (stereo not given)
  -6	-3	-4	3	6	-1	3	1	4	8
- CCn1c(/C=C/c2ccc(O)cc2)nc2ccccc2c1=O
  -2	6	-6	-1	-1	2	1	2	1	-4
- O=C(CN1C(=O)c2ccccc2S1(=O)=O)Nc1ccc([N+](=O)[O-])cc1
  -1	0	8	2	-4	-3	-2	1	3	-1
- CCOC(=O)N1CCN(C(=O)COC(=O)c2ccc(S(=O)(=O)N(CC)CC)cc2)CC1
  -3	5	-5	2	1	0	5	3	-10	1
- COc1ccc(NC(=O)Nc2cccc3[nH]c([C@@H]4O[C@H](CO)[C@@H](O)[C@H](O)[C@H]4O)nc23)cc1OC1CCCC1
  3	14	0	7	-8	5	-6	-4	7	.
- Cc1ccc(C(=O)COC(=O)[C@@H](NC(=O)c2ccco2)C(C)C)s1
  -3	1	-6	3	0	-1	8	1	2	1
- COc1ccc(/C=C/C(=O)Nc2cccc(F)c2)cc1S(=O)(=O)N1CCOCC1
  -18	-11	1	5	-1	4	-2	-2	6	-6

Later entries
Screens by letter – A = SIAE inh; B = ABHD4 inh; C = TCR CD3 inh; D = GC-A act; E = MBD2 inh; F = GC-B act; G = PRMT1 FP inh; H = UHRF1 MBD2 ctr; I = rCAG binder; J = HTRA1 inh
CC(CCc1ccccc1)NC(=O)[C@@H]1Cc2ccccc2CN1 (stereo not given in full)
  A = 1; B = -4; C = -2; D = -3; E = 0; F = 3; G = -1; H = -2; I = -4; J = -3

C=CCNCCCOc1ccc(C)cc1Br
  A = 3; B = 7; C = 11; D = -3; E = 2; F = 4; G = -1; H = -2; I = -1; J = 1

COc1ccc2[nH]c(=O)c(CN(CCO)C(=O)c3ccccc3F)cc2c1
  A = 4; B = 8; C = -6; D = -3; E = 2; F = -4; G = 3; H = 2; I = -2; J = 6

CCc1cc2c(SCC(=O)c3ccc(Cl)s3)ncnc2s1
  A = -8; B = 5; C = 8; D = 2; E = 2; F = -5; G = 1; H = 0; I = 3; J = -12

Cc1nc2ccccc2n1CC(=O)OCC(=O)NCc1ccccc1
  A = 6; B = -10; C = -1; D = 3; E = 0; F = 0; G = -4; H = 5; I = -1; J = 4

COc1nc2c(s1)C(=O)NCCC2
  A = 8; B = 0; C = 10; D = 1; E = -1; F = 3; G = -1; H = 0; I = 2; J = 5

CCOc1ccc2nc(NC(=O)C3CCN(C(=O)c4ccco4)CC3)sc2c1
  A = -1; B = -4; C = 1; D = 1; E = -3; F = -4; G = -5; H = -1; I = 1; J = -3

Cn1c(=O)c2c(SCC(=O)N3CCCc4ccccc43)nc(C3CC3)nc2n(C)c1=O
  A = 7; B = -2; C = -11; D = 3; E = -4; F = 4; G = -1; H = -3; I = -1; J = 4

Cn1nccc1-c1coc2c(C(=O)NCC3CCOCC3)cccc12
  A = 1; B = 5; C = 2; D = 1; E = -2; F = -1; G = -3; H = -1; I = 0; J = .

Cc1ccc(CSc2nccc(-c3c(C)nc4ccccn34)n2)cc1
  A = 3; B = 1; C = 2; D = 1; E = -6; F = 6; G = 0; H = 2; I = 1; J = .

Cc1ccc(Cc2c(-c3cccc(Cl)c3)nc3ccc(Cl)cn23)cc1
  A = -6; B = -8; C = -4; D = 7; E = 4; F = 9; G = 4; H = 5; I = 21; J = .

C=CC[C@]12C[C@@]3(O[C@H](c4ccc(C(F)(F)F)cc4)N=C3C[C@H](c3ccc(OC)cc3)[C@H]1C)N(Cc1ccncc1)C2=O
  A = -2; B = 7; C = -1; D = -2; E = -4; F = 4; G = -7; H = 2; I = 4; J = .

CCOC(=O)N1CCN(Cc2ccc(F)cc2F)CC1
  A = 1; B = 8; C = 10; D = 0; E = 2; F = 0; G = 0; H = 0; I = -4; J = 6

COc1ccc(CCNC(=O)CN(CCc2ccccc2)S(C)(=O)=O)cc1
  A = 0; B = 0; C = -2; D = -2; E = -3; F = -8; G = 4; H = 1; I = -7; J = -3

COc1ccc(CCNC(=O)C2Cc3ccccc3C(=O)O2)cc1 (stereo not given)
  A = -5; B = 1; C = 2; D = -5; E = -4; F = -3; G = -2; H = -2; I = -3; J = 2

COc1cc(C(=O)NCCCN2CCCC2=O)cc(OC)c1OC
  A = -2; B = 2; C = 11; D = 2; E = 1; F = -12; G = -1; H = -2; I = -2; J = -1

CC1C(=O)N(Cc2cn(CCC3OCCCO3)nn2)CCS(=O)(=O)N1Cc1ccc(-c2cccc(N(C)C)c2)cc1 (stereo not given)
  A = 9; B = 3; C = -2; D = 1; E = 0; F = 4; G = 0; H = 1; I = 7; J = 5

Cc1ccc(-n2nc3c(=O)n(CC(=O)NCc4ccccn4)nc(C)c3c2C)cc1
  A = -4; B = -5; C = -4; D = 0; E = 5; F = -5; G = 4; H = 2; I = -1; J = 8

CCOC(=O)Cc1csc(NC(=O)CCCc2ccccc2)n1
  A = -5; B = -1; C = 4; D = 1; E = -2; F = 3; G = -2; H = 3; I = -1; J = 0

Among those listed so far, six have bromine:
Screens by letter – A = SIAE inh; B = ABHD4 inh; C = TCR CD3 inh; D = GC-A act; E = MBD2 inh; F = GC-B act; G = PRMT1 FP inh; H = UHRF1 MBD2 ctr; I = rCAG binder; J = HTRA1 inh
COc1ccc(Br)cc1/C=N/NC(=O)CNC(=O)/C=C/c1ccccc1
  A = 2; B = 2; C = 7; D = -1; E = -4; F = -11; G = 1; H = -2; I = 10; J = 4

CC(=O)C1=C(O)C(=O)N(c2ccc(Br)cc2)C1c1ccc(Br)cc1 (stereo not given)
  A = 6; B = -7; C = -12; D = 0; E = 6; F = -1; G = 9; H = 0; I = 30; J = -3

COc1ccccc1NC(=O)c1ccc(Br)c(S(=O)(=O)N2CCCC2)c1
  A = 0; B = -5; C = 8; D = 1; E = 3; F = 0; G = 4; H = 0; I = 0; J = -16

O=C(CSC(=S)N1CCCC1)Nc1ccc(Br)cc1Cl
  A = -3; B = 6; C = -8; D = 0; E = -1; F = -3; G = 1; H = 2; I = -3; J = -1

CCC(C)N(C(=O)COc1ccc(Br)cc1C=O)C1CCS(=O)(=O)C1 (stereo not given)
  A = -5; B = -11; C = -1; D = -2; E = 8; F = -4; G = 4; H = 11; I = 1; J = 0

C=CCNCCCOc1ccc(C)cc1Br
  A = 3; B = 7; C = 11; D = -3; E = 2; F = 4; G = -1; H = -2; I = -1; J = 1

These rows are one share of the data; rates above refer to the full screens.
